# High-throughput results (PubChem)
# NF-kB expr up: compounds increasing NF-kB expression in human neuronal cells. hit rate 1.6% among 190,000. NF-kB reporter expression; active compounds read high. fold change at 12.5 µM; in the data active = fold change above about 3.3
# APP 5'UTR act: APP 5'UTR luciferase reporter activation | AID 1276 | activation, % at 2 µM | hit rate 1% among 190,000 | SH-SY5Y APP 5'UTR luciferase reporter, luminescence; zero percent = DMSO vehicle wells;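 active = activation above a set limit, based on mean plus 3 SD of controls, cut at about 140% in these data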; note: values of inactives mirror those of a sister screen read the other way
# STAT3 activator: increases IL-6 driven STAT3 reporter signal. U3A cells, IL-6 STAT3-luciferase reporter, luminescence; 100% = signal with IL-6 EC80 alone. activation (% of control), % at 5.6 µM. hit rate 0.91% among 190,000;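 active = activation above the screen-wide mean of compound activation plus 3 SD, cut at about 130% in these data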;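 note: 0% = background luminescence of wells with medium and substrate only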
#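 System – human U3A cells carrying STAT3-luciferase construct · Probe or stimulus – Interleukin-6, 33 ng/mL · Schedule – compound 1 h, then IL-6 6 h at 37 °C · Signal – luminescence from STAT3-driven luciferase reporter · Evaluation – percent of IL-6-only median luminescence · Benchmarks – IL-6-only high control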
# FLuc inhib CS: inhibits firefly luciferase, flagging false hits in luciferase inhibition screens | hit rate 1.5% among 200,000 | AID 1006 | ATPLite firefly luciferase biochemical luminescence, 10 min | inhibition, % at 10 µM | P08659;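 active = inhibition above about 50% when tested at 10 µM, limit read from the data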
# Target sequence (P08659 whole entry, looked up): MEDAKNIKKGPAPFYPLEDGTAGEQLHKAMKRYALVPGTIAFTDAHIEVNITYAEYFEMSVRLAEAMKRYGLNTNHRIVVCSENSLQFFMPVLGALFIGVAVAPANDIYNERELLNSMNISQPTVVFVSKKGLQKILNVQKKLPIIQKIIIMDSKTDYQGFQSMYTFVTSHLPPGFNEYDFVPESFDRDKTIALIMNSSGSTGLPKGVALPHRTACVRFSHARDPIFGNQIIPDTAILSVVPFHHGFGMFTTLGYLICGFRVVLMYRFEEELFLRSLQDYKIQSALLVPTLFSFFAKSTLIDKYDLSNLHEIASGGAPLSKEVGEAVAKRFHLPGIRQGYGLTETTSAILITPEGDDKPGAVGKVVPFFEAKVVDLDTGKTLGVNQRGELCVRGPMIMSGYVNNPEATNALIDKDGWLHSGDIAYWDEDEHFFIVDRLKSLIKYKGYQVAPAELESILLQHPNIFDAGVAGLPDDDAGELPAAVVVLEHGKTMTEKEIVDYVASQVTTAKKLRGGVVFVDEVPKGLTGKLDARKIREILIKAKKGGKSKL
# APP 5UTR inh: APP translation inhibition | SH-SY5Y APP 5'UTR-luciferase reporter, luminescence | inhibition, % at 2 µM | hit rate 0.82% among 190,000 | AID 1285;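 active = inhibition above a set limit, derived from the sample mean plus 3 SD, cut at about 45% in these data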; note: values of inactives mirror those of a sister screen read the other way
# Hsp70 activator: transcriptional activators of Hsp70; HeLa Hsp70 promoter luciferase reporter, luminescence; scaled: vehicle 0, proteasome-inhibitor control 100%; activation, % at 10 µM; hit rate 0.04% among 200,000; AID 1203;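 active = activation above the mean across all tested compounds plus 3 SD, cutoff set per campaign, cut at about 5.5% in these data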;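 note: 100% = MG132 at 30 µM as the positive control and 0% = DMSO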
# STAT3 inh: inhibitors of IL-6 induced STAT3 signaling. inhibition, % at 5.5 µM. hit rate 0.89% among 190,000. U3A cells, IL-6 STAT3-luciferase reporter, luminescence; host cell line lacks STAT1;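 active = inhibition above the mean inhibition across all screened compounds plus 3 SD, cut at about 44% in these data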;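 note: 0% = DMSO only wells and 100% = 100 µM nifuroxazide control wells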
# RAM network inh: inhibitors of the yeast RAM network; S. cerevisiae dse1pr::URA3 reporter, 5-FOA growth OD615, 2 d; analog-sensitive cbk1-as2 kinase mutant strain; inhibition, % at 50 µM; hit rate 1.8% among 190,000; AID 868;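 active = inhibition above a set limit, 3 SD over mean compound inhibition, cut at about 8.4% in these data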;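 note: 0% = DMSO-only wells with no growth and 100% = 10 µM 1-NA-PP1 full growth; inhibition rescues growth on 5-FOA so higher OD means more RAM inhibition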
# STAT1 act: activators of IFN-gamma induced STAT1 signaling; activation (% of control), % at 5.5 µM; AID 932; hit rate 2.6% among 200,000; NIH 3T3 STAT1-luciferase reporter, luminescence; 100% = IFN-gamma alone, no compound;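 active = activation above the screen-wide mean activation plus 3 SD, cut at about 130% in these data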;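 note: raw ratio to IFN-gamma control signal so 100% means no change and 0% no light; values of inactives mirror those of a sister screen read the other way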
# STAT1 inh: inhibitors of IFN-gamma induced STAT1 signaling; AID 920; inhibition, % at 5.5 µM; NIH 3T3 STAT1-luciferase reporter, luminescence; hit rate 0.35% among 200,000;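 active = inhibition above a set limit, the mean inhibition across all tested compounds plus 3 SD, cut at about 34% in these data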;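 note: 0% = IFN-gamma with DMSO and 100% = IFN-gamma with 300 µM nifuroxazide; values of inactives mirror those of a sister screen read the other way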
# * hit, by the source's call; nt = no result given.
entry	Molecule	NF-kB expr up	APP 5'UTR act	STAT3 activator	FLuc inhib CS	APP 5UTR inh	Hsp70 activator	STAT3 inh	RAM network inh	STAT1 act	STAT1 inh
1	CCC1(C)Cc2c(sc3nc(NN)n(C)c(=O)c23)CO1 (stereo not drawn)	0.81	-11.5	98.5	-7.7	11.5	0.1	-1.2	2.4	99.8	0.2
2	CCOc1ccccc1CNC(=O)C1CCCN(c2nc3ccccc3o2)C1 (stereo not drawn)	1.01	-8.4	105.8	-0.7	8.4	-0.3	-1.9	6.7	99.2	0.9
3	Cc1nn2c(-c3ccncc3)ccnc2c1Br	1.19	23.4	96.4	2.2	-23.4	-0.2	10.8	1.0	105.3	-7.2
4	Cc1ccc(O)c(-c2cc(-c3ccccc3[N+](=O)[O-])[nH]n2)c1	2.57	12.7	98.0	0.3	-12.7	-0.1	1.6	3.5	108.3	-9.3
5	O=C(NCc1ccccc1Cl)c1ccc(S(=O)(=O)Nc2cccc(C(F)(F)F)c2)cc1	0.88	11.7	109.1	-4.0	-11.7	-0.1	-10.8	0.9	93.5	7.2
6	CCC(C)Sc1nnc(CSc2nc3nc(C)cc(C)n3n2)o1 (stereo not drawn)	1.26	0.8	103.2	-3.9	-0.8	-0.3	2.3	0.1	96.1	4.3
7	COc1cc(/C=N/NC(=O)C2C3CCCCC32C)cc(Br)c1O (stereo not drawn)	1.15	-1.9	101.4	0.3	1.9	-0.3	-2.7	0.5	106.2	-6.9
8	Cc1oc2c(c1C(=O)NCc1ccccc1)CCCC2	1.23	15.3	103.8	-5.2	-15.3	0.9	-0.7	0.5	98.2	2.0
9	CCSc1nnc2c(n1)OC1(CCCC1)Nc1ccccc1-2	1.24	4.7	98.3	-0.1	-4.7	0.1	10.9	-0.6	102.8	-3.1
10	CCc1cc2c(C)ccc(C)c2nc1SCC(=O)Nc1c[nH]c(=O)[nH]c1=O	1.07	4.9	103.2	-4.4	-4.9	-0.1	2.0	4.5	111.7	-12.9

# Quoted at random: two entries already listed, in no set order.
entry	Molecule	NF-kB expr up	APP 5'UTR act	STAT3 activator	FLuc inhib CS	APP 5UTR inh	Hsp70 activator	STAT3 inh	RAM network inh	STAT1 act	STAT1 inh
10	CCc1cc2c(C)ccc(C)c2nc1SCC(=O)Nc1c[nH]c(=O)[nH]c1=O	1.07	4.9	103.2	-4.4	-4.9	-0.1	2.0	4.5	111.7	-12.9
1	CCC1(C)Cc2c(sc3nc(NN)n(C)c(=O)c23)CO1 (stereo not drawn)	0.81	-11.5	98.5	-7.7	11.5	0.1	-1.2	2.4	99.8	0.2

# (cont.)
entry	Molecule	NF-kB expr up	APP 5'UTR act	STAT3 activator	FLuc inhib CS	APP 5UTR inh	Hsp70 activator	STAT3 inh	RAM network inh	STAT1 act	STAT1 inh
11	Cc1cc(C(=O)CSc2nnc(N)s2)c(C)n1Cc1cccs1	2.69	136.5*	57.5	91.1*	-136.4	-0.5	50.7*	0.5	111.0	-12.2
12	Cc1cc(C)n(-c2ccc(C(=O)Nc3ccc(S(=O)(=O)N(C)C)cc3)cc2)n1	0.67	9.3	83.8	-4.9	-9.3	-0.5	25.4	6.5	103.8	-4.1
13	O=C(/C=C/c1ccc(Cl)cc1)NCc1ccncc1	0.86	-2.2	104.5	-3.6	2.2	-0.3	-8.2	1.0	100.0	2.4
14	Cc1oc(-c2cccc(Cl)c2)nc1CN1CCC(C(=O)NCc2cccnc2)CC1	0.94	-1.1	93.6	-9.1	1.1	-0.3	17.0	3.2	95.0	5.5
15	C/C(=N\Nc1nc(Cl)c(Cl)cc1Cl)c1ccc(S(=O)(=O)NCc2ccco2)cc1	0.49	2.1	125.1	-0.1	-2.1	-0.4	-29.7	3.8	98.0	2.2
16	COc1ccc(OC)c(NC(=O)C(=O)N/N=C/c2ccccc2[N+](=O)[O-])c1	0.84	15.5	104.0	5.0	-15.5	-0.2	6.8	3.9	97.7	2.5
17	CC(C)CCn1nnnc1C(c1ccccc1)N1CCC(C(N)=O)CC1 (stereo not drawn)	1.43	-1.5	101.7	-3.9	1.5	0.0	4.4	2.1	97.3	2.9
18	Cc1ccc(CSC2=NCCN2C(=O)C(C)Oc2ccccc2)cc1 (stereo not drawn)	0.92	31.9	91.8	-7.4	-31.9	-0.3	16.7	0.4	98.2	1.6
19	CC(C)C(CCNC(=O)CC(Cc1ccccc1)c1ccco1)c1ccco1 (stereo not drawn)	1.12	3.1	107.3	-3.8	-3.1	-0.5	-4.1	6.7	97.9	2.3
20	COC(=O)COc1ccc(S(=O)(=O)N2CCN(c3ccccc3)CC2)cc1	1.07	-16.2	103.8	-6.6	16.3	-0.3	-3.3	1.8	97.8	0.9
21	COC(=O)c1c(NC(=O)C2CCC2)sc(C(=O)N(C)C)c1C	0.89	10.2	112.7	-8.1	-10.2	-0.3	-8.2	2.2	100.1	-0.1
22	O=C(OC(C(=O)NC1CCCC1)c1ccc(F)cc1)c1ccno1 (stereo not drawn)	0.88	-11.2	95.3	-4.9	11.2	0.0	11.9	0.0	103.6	-4.0
23	CCN(CC)S(=O)(=O)c1ccc(Cl)c(C(=O)Nc2ccc(Cl)cc2[N+](=O)[O-])c1	0.38	21.2	92.5	-3.6	-21.2	-0.2	8.8	2.3	85.3	16.5
24	Cc1cc(-n2nc(C)cc2C)n2nc(C)c(-c3ccccc3)c2n1	1.07	3.6	96.6	-7.6	-3.6	-0.3	5.6	3.9	101.7	-1.9
25	O=C(C1CC1)N1CCN=C1SCc1cccc(C(F)(F)F)c1	1.04	-0.6	90.0	-2.0	0.6	0.0	15.5	1.6	97.0	3.2
26	O=C(Nc1ccc2c(c1)Cc1ccccc1-2)c1ccco1	3.96*	179.4*	87.3	42.0	-179.4	0.4	18.3	6.0	173.9*	-81.4
27	COn1c(-c2ccccc2)nc2c1CCc1c-2no[n+]1[O-]	0.85	nt	93.3	-5.5	nt	0.0	8.1	0.2	84.6	16.3
28	COc1ccc(CC(=O)NC(C)c2nnc(SCC(=O)Nc3cc(C)ccc3OC)n2C)cc1 (stereo not drawn)	0.86	-8.9	100.4	2.6	8.9	-0.3	9.9	0.7	96.3	2.3
29	O=C(NCCC(=O)N1CCN(c2ncccn2)CC1)c1ccccc1	1.02	0.2	139.5*	-0.3	-0.2	-0.2	-41.7	1.5	111.0	-12.1
30	CCOc1ccccc1NC(=O)C1CC2CCCC(C1)C2=O (stereo not drawn)	0.92	4.0	103.0	-6.0	-4.0	0.6	-0.3	1.3	102.8	-0.6
31	CCOC(=O)C1=C(N)OC2=C(C(=O)CC(C)(C)C2)C1c1cccs1 (stereo not drawn)	1.13	0.5	96.8	-4.8	-0.5	0.1	5.2	-0.6	103.4	-0.8
32	O=C(O/N=C\c1ccc(N2CCCCC2)c([N+](=O)[O-])c1)c1cccc(C(F)(F)F)c1	1.1	8.5	108.3	-0.7	-8.5	-0.3	-4.4	5.7	99.0	1.1
33	Cc1cc(C(=O)CSc2cccc[n+]2[O-])c(C)n1-c1ccc(Br)cc1	1.08	29.9	96.1	7.7	-29.9	-0.1	12.2	2.3	113.7	-16.4
34	Cc1cccc(C)c1NC(=S)NN1CCN(C)CC1	1.16	nt	94.6	-8.1	nt	-0.1	5.1	0.8	92.5	8.2
35	O=C(Nc1ccc(-n2ccnc2P(=O)(O)c2ccccc2)cc1)c1ccccc1Br	1.75	16.0	100.1	1.1	-16.0	-0.5	5.8	0.2	99.2	0.9
36	CCOC(=O)Cn1c(CN2CCN(C(c3ccccc3)c3ccccc3)CC2)nc2c1c(=O)n(C)c(=O)n2C	0.57	9.7	96.9	-4.8	-9.7	0.0	12.4	1.5	104.7	-5.2
37	Cc1oc2c(C)c3oc(=O)c4c(c3cc2c1C)CCC4	1.31	-17.6	94.4	-4.9	17.6	-0.4	9.5	1.9	113.5	-14.7
38	COCCCn1c(Cc2ccccc2)nnc1SCC(=O)N1CCCCC1	1.15	0.9	103.2	8.3	-0.9	-0.1	-1.0	-1.2	104.1	-4.4
39	COC(=O)c1ccc(-c2nn(C)c(=O)c3ccccc23)cc1	1.13	11.9	90.5	-3.6	-11.9	-0.3	16.5	1.8	94.9	5.6
40	CCOC(=O)c1cnc2c(C)c(Cl)ccc2c1N1CCOCC1	0.84	6.3	96.3	-5.8	-6.3	0.0	12.8	0.1	101.0	-1.1
41	S=C(NCc1ccncc1)Nc1cccc(Cl)c1	1.52	8.7	103.8	-7.2	-8.7	0.1	-1.8	1.3	96.3	4.2
42	Cc1ccc(NC(=S)NCC2CCN(C(C)c3ccccc3)C2)cc1C (stereo not drawn)	0.81	21.3	102.4	-2.6	-21.3	0.7	1.7	-0.4	105.6	-7.8
43	Cc1ccc(OCCN2C(=O)OC(C)(C)C2(C)O)cc1 (stereo not drawn)	0.94	2.4	96.9	-3.5	-2.4	-0.2	6.3	0.7	90.5	10.4
44	Nc1cc2sc(-c3ccc(C(=O)O)cc3)nc2cc1Cl	3.12	102.6	71.1	76.3*	-102.6	-0.4	35.5	4.0	107.1	-7.8
45	Cc1ccc(NC(=O)CSc2nc3c(c(=O)[nH]2)CCC3)cc1C	1.17	4.7	102.0	-5.1	-4.7	-0.1	0.4	0.4	99.1	1.0
46	OC(COc1ccc(CNCCc2ccc(C(F)(F)F)cc2)cc1)CN1CCCCC1 (stereo not drawn)	1.68	-14.1	103.5	-0.8	14.1	0.4	-1.8	1.4	92.2	6.7
47	Clc1ccc(Cn2c(-c3cccnc3Cl)nc3ccccc32)c(Cl)c1	1.22	-3.8	97.9	-8.4	3.8	-0.3	10.1	-0.7	98.7	1.4
48	Cc1cccc(SCc2noc(C(=O)NC(C)C)c2C(=O)O)c1	1.1	5.1	101.0	-4.6	-5.1	-0.1	0.2	-0.1	95.2	5.4
49	CN(C)CCCNc1ncnc2scc(-c3ccccc3)c12	1.51	1.3	96.4	-3.7	-1.3	1.2	6.4	1.1	97.3	1.4
50	COc1ccc(NC(=O)CS(=O)CC(=O)Nc2ccc(OC)c(OC)c2)cc1 (stereo not drawn)	0.97	-1.7	87.6	-1.9	1.7	0.3	16.6	0.3	94.2	6.3
51	COc1cccc(Oc2ccc(N/C=C/C(=O)C(C)(C)C)cc2)c1	1.42	7.3	101.3	-0.8	-7.3	-0.1	3.2	4.5	106.0	-6.8
52	O=C(COc1nsnc1N1CCOCC1)N1CCOCC1	1.07	3.0	105.1	-10.5	-3.0	0.1	-2.9	-1.5	95.0	5.5
53	Cc1ccc(/C=N/NC(=O)CSc2nnc(-c3ccc(Cl)cc3)n2-c2ccccc2)o1	0.54	0.6	107.2	-3.9	-0.6	-0.1	-10.5	1.1	97.0	3.3
54	Cc1cccc(OCc2nnc(SCC(=O)OC3CCCCC3)o2)c1	1.03	-2.6	103.8	-5.0	2.6	-0.3	2.1	10.2*	100.7	0.5
55	O=C(COC(=O)c1ccccn1)Nc1cccc(Cl)c1	1.08	-8.9	105.1	-3.6	8.9	-0.3	0.5	0.8	100.9	-0.4
56	Cc1c(Cl)cccc1NC(=S)NCc1cccs1	0.9	-8.3	95.9	-5.3	8.3	-0.2	7.6	1.5	97.9	2.3
57	CC(C)C(C(=O)Nc1nccs1)c1ccc(Cl)cc1 (stereo not drawn)	1.16	-14.9	92.0	-6.7	14.9	0.7	13.6	2.1	100.6	-1.0
58	Cc1ccc(-c2nc(N)sc2CC(=O)OCC(=O)NC2CCCC(C)C2C)cc1 (stereo not drawn)	0.91	17.0	84.5	-4.3	-17.0	-0.3	22.0	0.0	95.8	4.6
